B2AR arrestin = qHTS assay of beta-arrestin-biased ligands of beta2-adrenergic receptor | Beta-2 adrenergic receptor (Homo sapiens), P07550 | beta-arrestin recruitment to beta2AR, cell-based reporter | Potency, µM (titrated, usually from 46.1 µM), inactives show at the highest dose activation, hits mostly activators | 330,000 tested, 0.02% active | AID 492947, 2010;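 also: potency is read from the fitted curve at half-maximal effect; 0% = DMSO controls and full agonism = EC100 isoproterenol or metaproterenol; nearly all actives have a fitted effect of over 65% in size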
USP2a block = qHTS Assay for Inhibitors of Ubiquitin-specific Protease USP2a Using CHOP2 as the Reporter; 330,000 tested, 0.01% active; Potency, µM (doses to about 38.3 µM), without a hit: at the top dose activity change, negative = inhibition, most hits filed as inhibitors; AID 463254, 2010; USP2 core, Ub-CHOP2 coupled fluorogenic reporter, 485/531; Ubiquitin carboxyl-terminal hydrolase 2 (Homo sapiens), O75604;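 also: potency is read from the fitted curve at half-maximal effect; plate controls were DMSO wells for no effect and full inhibition by NEM control for full effect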
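Deubiquitinase activity read as fluorescence (485/531 nm) after Ub-CHOP2 cleavage activates the enterokinase reporter on its substrate; USP2 core 10nM, Ub-CHOP2 and substrate 25nM each, 30min compound preincubation then 60min RT; data normalized to NEM, curves fitted.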
GALK inhibitor = qHTS Assay for Inhibitors of Human Galactokinase (GALK); Purified GALK, Kinase-Glo residual ATP luminescence; Potency, µM (series often up to 57.5 µM), without a hit: top-dose activity change, negative = inhibition, hits mostly inhibitors; P51570; 270,000 tested, 0.007% active; also: potency is read from the fitted curve at half-maximal effect; % is scaled to controls: 0 for no effect and ±100 for the full control effect
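GALK at 5 nM final was combined with compound, 35 uM ATP and 100 uM galactose in HEPES pH8.0 with MgCl2 and DTT. The reaction ran one hour at room temperature before luminescent ATP detection.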
KCNH2 3.1 inh = qHTS for Inhibitors of KCHN2 3.1: Mutant qHTS; Potassium voltage-gated channel subfamily H member 2, brain isoform KCNH2 3.1 (human); U2OS KCNH2 3.1, thallium flux FluxOr; stronger effect = lower value; activity change, % (tested at about 1.8 µM); 340,000 tested, 0.95% active; AID 720553, 2013;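 active = maximum activity change below -70%; inconclusive = maximum activity change from -70% to -50%; inactive = maximum activity change above -50%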;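 also: thallium influx rate constant from kinetic fluorescence after stimulation buffer; % is scaled to controls: 0 for no effect and ±100 for the full control effect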
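We transduce U2OS cells with the mutant 3.1 virus, culture them overnight, load FluxOr with Red40 quencher for 45 min, then add stimulation buffer and read kinetically for 2 min to derive a normalized rate constant.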
Giardia kill = Small Molecules that selectively kill Giardia lamblia: qHTS; Giardia lamblia trophozoite viability; activity change, % at 7.66 µM, hits read low; 340,000 tested, 0.15% active; in the data active = activity change below about -80%; inconclusive = between about -30% and that limit;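 also: parasites exposed to compound for two days anaerobically before the ATP read; % is scaled to controls: 0 for no effect and ±100 for the full control effect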
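Luminescence from cellular ATP indicates surviving trophozoites (100 cells/well) following 48 hrs anaerobic compound treatment at 37 deg C; signal develops 15-30 min at room temperature.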
KCNH2 WT inh = qHTS for Inhibitors of KCHN2 3.1: Wildtype qHTS; Voltage-gated inwardly rectifying potassium channel KCNH2 (Homo sapiens), Q12809; U2OS, BacMam KCNH2, thallium flux FluxOr; stronger effect = lower value; activity change, % at 1.84 µM; 340,000 tested, 0.37% active; AID 720551, 2013;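 active = maximum activity change below -70%; inconclusive = maximum activity change between -70% and -50%; inactive = maximum activity change above -50%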; also: % is scaled to controls: 0 for no effect and ±100 for the full control effect
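U2OS cells were transduced with wild-type KCNH2 virus (2.03 x 10^8 / mL) for 4 h at room temperature, then cultured overnight at 37 C. Thallium flux was read with FluxOr dye. Rate constants were normalized to DMSO controls.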
MLL CXXC-DNA inh = qHTS Fluorescence Polarization Assay for Inhibitors of MLL CXXC domain - DNA interaction | MLL-CXXC / FITC-HOXA9 DNA fluorescence polarization | Potency, µM (doses to about 115 µM), without a hit: at the top dose activity change, negative = inhibition, usual class: inhibitors | 290,000 tested, 0.037% active; active = well fitted inhibition curve with a large enough effect in the polarisation, with a control signal flat, not every such curve was filed as active; inconclusive = small, poorly fitted or top-dose-only effect, or effect the other way, or a change in a side signal; inactive = no such curve, though single readings can be large or run the other way; the % refers to the polarisation; also: potency is read from the fitted curve at half-maximal effect
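Steps: dispense CXXC domain solution (7 uM) → pin compounds or unlabeled HOX-A9 DNA control → 5 min ambient → add FLSN-HOX-A9 solution (50 nM) → spin → 30 min ambient → fluorescence polarization. Tris pH 7.5/NaCl/DTT/BSA buffer.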
Menin MLL FP TR = qHTS Assay for Inhibitors Targeting the Menin-MLL Interaction in MLL Related Leukemias: Competition With Texas Red Labeled MLL-derived Mutant Peptide; Menin + Texas Red MLL mutant peptide, fluorescence polarization; Potency, µM (doses to about 61.6 µM), without a hit: top-dose FP activity change, negative = inhibition, hits mostly inhibitors; 270,000 tested, 0.23% active; active = well fitted inhibition curve with a large enough effect in the polarisation, with a control signal flat, not every such curve was filed as active; inconclusive = small, poorly fitted or top-dose-only effect, or effect the other way, or a change in a side signal; inactive = no such curve, though single readings can be large or run the other way; the % refers to the polarisation; also: potency is read from the fitted curve at half-maximal effect; % of control where 0% means no effect; many of its hits are not listed in these tables
TRPV1 ag = HTS Assay for Compounds that Act as Agonists of the Vanilloid Receptor 1. activation, % at 8.33 µM. TRPV1-expressing cells, Fluo-8 calcium influx, agonist mode. AID 540275, 2011. 320,000 tested, 0.19% active. Transient receptor potential cation channel subfamily V member 1 (Homo sapiens), Q8NER1; in the data active = activation above about 80%; inconclusive = between about 30% and that limit; also: 0% is about no effect
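Cells expressing TRPV1 were dye-loaded with Fluo-8 and read kinetically: 10 s baseline, 3 min after compound (agonist portion), then 2 min after EC20 capsaicin (allosteric enhancer portion). Calcium-bound dye fluorescence at 480/520 nm.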
FBPA coupling cs = qHTS Assay for Inhibitors of Fructose-1,6-bisphosphate Aldolase from Giardia Lamblia: Coupling assay counterscreen; activity change, negative = inhibition, % at 58.2 µM, hits read low; coupling enzyme system counterscreen, AmpLite Red fluorescence; 290,000 tested, 0.67% active; in the data active = activity change below about -30%; also: % is scaled to controls: 0 for no effect and ±100 for the full control effect
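Counterscreen lacking aldolase: glyceraldehyde-3-phosphate coupling-enzyme reagent preincubated 10 min at RT with compound (at 57.5 uM final), then substrate/coupling system with AmpLite Red added; fluorescence read at 525/598 nm after 20 min RT.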
PKM2 activator = qHTS Assay for Activators of Human Muscle isoform 2 Pyruvate Kinase; Potency, µM (top dose mostly 57.5 µM), without a hit: at the top dose activation, actives largely listed as activators; 260,000 tested, 0.34% active; purified PKM2, Kinase-Glo ATP luminescence, activation; response scale: 0% is enzyme alone, no compound; also: potency is read from the fitted curve at half-maximal effect; % is scaled to controls: 0 for no effect and ±100 for the full control effect; nearly all actives have a fitted effect of over 55% in size
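ATP formation by purified human PK-M2, quantified via coupled luciferase luminescence after 1 h at room temperature with 0.1 mM ADP and 0.5 mM PEP final.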
* marks the source's active call; other numbers are inactive results. Unless noted, calls follow the shape of the dose curve; as a rule, active = well fitted curve in the direction sought with a large enough effect; inconclusive = small, poorly fitted or top-dose-only effect, or another doubt; inactive = no such curve, though single readings can be large; an effect the other way counts as inactive or inconclusive.

What do the screens show for `COc1ccc(S(=O)(=O)NC(C)C(=O)N2CCCC2)cc1C` (stereo not given)?
B2AR arrestin: 0.3%; USP2a block: 0%; GALK inhibitor: 1%; KCNH2 3.1 inh: 11; Giardia kill: -10; KCNH2 WT inh: -7; MLL CXXC-DNA inh: 10%; Menin MLL FP TR: 0%; TRPV1 ag: 1; FBPA coupling cs: 1; PKM2 activator: 3%

What do the screens show for `c1cncc(Nc2nc(-c3cccnc3)cs2)c1`?
B2AR arrestin: 0.2%; USP2a block: -1%; GALK inhibitor: 0%; KCNH2 3.1 inh: -7; Giardia kill: 3; KCNH2 WT inh: -16; MLL CXXC-DNA inh: -16%; Menin MLL FP TR: 9%; TRPV1 ag: -1; FBPA coupling cs: -2; PKM2 activator: -5%

Results for CCC1CCCCN1C(=O)COC(=O)c1cc(=O)[nH]c2ccccc12 (stereo not given) ?
B2AR arrestin: -0.1%; USP2a block: 2%; KCNH2 3.1 inh: -12; Giardia kill: -9; KCNH2 WT inh: 0

Results for O=S(=O)(c1ccc(NCC2CCCCC2)nc1)N1CCOCC1 ?
B2AR arrestin: -0.2%; USP2a block: -1%; GALK inhibitor: 6%; KCNH2 3.1 inh: -5; Giardia kill: 7; KCNH2 WT inh: -13; MLL CXXC-DNA inh: 1%; Menin MLL FP TR: 4%; TRPV1 ag: 27; FBPA coupling cs: 0; PKM2 activator: 1%

What do the screens show for `COC(=O)c1c(CSc2ccc(Cl)cc2)noc1C(=O)NCc1ccco1`?
B2AR arrestin: 0.2%; USP2a block: 1%; GALK inhibitor: 2%; KCNH2 3.1 inh: 15; Giardia kill: 6; KCNH2 WT inh: -9; MLL CXXC-DNA inh: -6%; Menin MLL FP TR: 1%; TRPV1 ag: 0; FBPA coupling cs: 3; PKM2 activator: 1%

Results for O=C(CSc1ncnc2c1oc1ccccc12)Nc1ccccc1C(F)(F)F ?
B2AR arrestin: -0.3%; USP2a block: -1%; GALK inhibitor: -2%; KCNH2 3.1 inh: 7; Giardia kill: 10; KCNH2 WT inh: -4; MLL CXXC-DNA inh: 13%; Menin MLL FP TR: 10%; TRPV1 ag: 5; FBPA coupling cs: 4; PKM2 activator: 5%

How did S=C(Nc1ccccc1Cl)NC1CCCCCC1 do in these assays?
B2AR arrestin: -0.2%; USP2a block: 0%; GALK inhibitor: 0%; KCNH2 3.1 inh: 11; Giardia kill: -17; MLL CXXC-DNA inh: -19%; Menin MLL FP TR: 4%; TRPV1 ag: inconclusive; FBPA coupling cs: 5; PKM2 activator: 1%

What do the screens show for `Cc1ccc2c(c1)c1c(n2CC(O)Cn2ccnc2C)C(=O)CCC1` (stereo not given)?
B2AR arrestin: -0.5%; USP2a block: 3%; GALK inhibitor: 2%; KCNH2 3.1 inh: -13; Giardia kill: 5; KCNH2 WT inh: 5; MLL CXXC-DNA inh: 10%; Menin MLL FP TR: -11%; TRPV1 ag: 4; FBPA coupling cs: 4; PKM2 activator: 7%

What do the screens show for `CC1CCc2c(sc(NC(=O)Cn3nc(C(F)(F)F)c4c3CCCCC4)c2C#N)C1` (stereo not given)?
B2AR arrestin: -0.3%; USP2a block: 1%; GALK inhibitor: 2%; KCNH2 3.1 inh: -49; Giardia kill: 9; KCNH2 WT inh: 3; MLL CXXC-DNA inh: -3%; Menin MLL FP TR: -3%; TRPV1 ag: 2; FBPA coupling cs: 1; PKM2 activator: -14%

How did COc1cc(NC(=O)COc2cc(O)c3c(c2)OC(C)(C)CC3=O)cc(OC)c1OC do in these assays?
B2AR arrestin: 0.3%; USP2a block: 3%; KCNH2 3.1 inh: -5; Giardia kill: 14; KCNH2 WT inh: 0; MLL CXXC-DNA inh: 3%; Menin MLL FP TR: 0%; TRPV1 ag: 3; FBPA coupling cs: 0; PKM2 activator: 12%

Results for COc1cc(OC)cc(-c2cc3nc(C)cc(N4CCN(C(=O)c5ccco5)CC4)n3n2)c1 ?
B2AR arrestin: -0.2%; USP2a block: -1%; GALK inhibitor: 0%; MLL CXXC-DNA inh: 7%; Menin MLL FP TR: 0%; TRPV1 ag: 29; FBPA coupling cs: 0; PKM2 activator: 5%

Results for Cc1n[nH]c(=S)n1/N=C/c1ccc(Br)o1 ?
B2AR arrestin: -0.2%; USP2a block: 4%; GALK inhibitor: -2%; KCNH2 3.1 inh: -28; Giardia kill: -7; KCNH2 WT inh: 8; MLL CXXC-DNA inh: 2%; Menin MLL FP TR: -8%; TRPV1 ag: 1; FBPA coupling cs: 1; PKM2 activator: -3%

Results for CC(C)c1ccc(OCC(=O)Nc2cccc3c2CCCC3)cc1 ?
B2AR arrestin: -1.1%; USP2a block: 1%; GALK inhibitor: 0%; KCNH2 3.1 inh: 9; Giardia kill: -3; KCNH2 WT inh: -1; MLL CXXC-DNA inh: 25%; Menin MLL FP TR: -6%; TRPV1 ag: -7; FBPA coupling cs: 1; PKM2 activator: -2%

What do the screens show for `O=C(O)CCC(=O)Nc1ccccc1Oc1ccccc1`?
B2AR arrestin: 0.0%; USP2a block: 0%; GALK inhibitor: 12%; KCNH2 3.1 inh: 11; Giardia kill: -4; KCNH2 WT inh: 1; MLL CXXC-DNA inh: -1%; Menin MLL FP TR: 12%; TRPV1 ag: -2; FBPA coupling cs: 5; PKM2 activator: -28%

What do the screens show for `CC(=O)c1c(C(C)=O)c(C)n(-c2cccc([N+](=O)[O-])c2)c1C`?
B2AR arrestin: -0.3%; USP2a block: 2%; GALK inhibitor: 2%; KCNH2 3.1 inh: 7; Giardia kill: 5; KCNH2 WT inh: -6; MLL CXXC-DNA inh: 6%; Menin MLL FP TR: -1%; TRPV1 ag: -4; FBPA coupling cs: 4; PKM2 activator: -2%

Quoted at random: 2 records from the list
Results for O=S(=O)(c1ccc(NCC2CCCCC2)nc1)N1CCOCC1 ?
B2AR arrestin: -0.2%; USP2a block: -1%; GALK inhibitor: 6%; KCNH2 3.1 inh: -5; Giardia kill: 7; KCNH2 WT inh: -13; MLL CXXC-DNA inh: 1%; Menin MLL FP TR: 4%; TRPV1 ag: 27; FBPA coupling cs: 0; PKM2 activator: 1%

What do the screens show for `COc1ccc(S(=O)(=O)NC(C)C(=O)N2CCCC2)cc1C` (stereo not given)?
B2AR arrestin: 0.3%; USP2a block: 0%; GALK inhibitor: 1%; KCNH2 3.1 inh: 11; Giardia kill: -10; KCNH2 WT inh: -7; MLL CXXC-DNA inh: 10%; Menin MLL FP TR: 0%; TRPV1 ag: 1; FBPA coupling cs: 1; PKM2 activator: 3%

Additional compounds:
What do the screens show for `Cc1ccccc1CCN(C(=O)c1csnn1)C(C(=O)NC1CCCC1)c1ccncc1` (stereo not given)?
B2AR arrestin: 0.1%; USP2a block: 2%; GALK inhibitor: 3%; KCNH2 3.1 inh: -11; Giardia kill: 11; KCNH2 WT inh: 0; MLL CXXC-DNA inh: 9%; Menin MLL FP TR: -17%; TRPV1 ag: 21; FBPA coupling cs: 1; PKM2 activator: 1%

What do the screens show for `Cc1ccc(OCCn2cc(/C=C(\C#N)C(=O)NCC3CCCO3)c3ccccc32)cc1C` (stereo not given)?
B2AR arrestin: -0.2%; USP2a block: 2%; GALK inhibitor: 1%; KCNH2 3.1 inh: -18; Giardia kill: 22; KCNH2 WT inh: -10; MLL CXXC-DNA inh: 1%; Menin MLL FP TR: 6%; TRPV1 ag: 7; FBPA coupling cs: 0; PKM2 activator: 3%

Results for Cc1c(NC(=S)NC(=O)c2cccc([N+](=O)[O-])c2)c(=O)n(-c2ccccc2)n1C ?
B2AR arrestin: 0.2%; USP2a block: 1%; GALK inhibitor: 4%; KCNH2 3.1 inh: -6; Giardia kill: 2; KCNH2 WT inh: -7; MLL CXXC-DNA inh: 3%; TRPV1 ag: 1

Results for COc1ccc(N(C(=O)c2cccnc2)S(=O)(=O)c2ccc(OC)c(OC)c2)cc1 ?
B2AR arrestin: -0.2%; USP2a block: -2%; KCNH2 3.1 inh: 4; Giardia kill: 1; KCNH2 WT inh: 10; Menin MLL FP TR: 10%; TRPV1 ag: 2; FBPA coupling cs: 2; PKM2 activator: -5%

These rows are one share of the data; rates above refer to the full screens.
